# Screens deposited in PubChem by National Center for Advancing Translational Sciences (NCATS).
# JMJD2A Tudor = qHTS Assay for Inhibitors of JMJD2A-Tudor Domain; hit rate 4.4% among 390,000; Potency, µM (doses to about 114 µM), for the others: top-dose activity change, negative = inhibition, hits mostly inhibitors; AlphaScreen JMJD2A-Tudor / H3K4me3 peptide binding; also: % is scaled to controls: 0 for no effect and ±100 for the full control effect; nearly all actives have a fitted effect of over 50% in size
# BLM helicase inh = qHTS Assay for Inhibitors of Bloom's syndrome helicase (BLM); RecQ-like DNA helicase BLM (Homo sapiens), P54132; recombinant BLM DNA unwinding, fluorescence dequenching; Potency, µM (series often up to 56.1 µM), without a hit: at the highest dose activity change, negative = inhibition, usual class: inhibitors; hit rate 0.2% among 350,000; AID 2528, 2010;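 also: plate controls were vehicle for no effect and no enzyme for full effect; nearly all actives have a fitted effect of over 35% in size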
# Pol iota inh = qHTS for Inhibitors of Polymerase Iota. DNA polymerase iota (Homo sapiens), Q9UNA4. Pol iota fluorescent replication assay, 10 min. Potency, µM (doses to about 115 µM), inactives show top-dose activity, negative = inhibition, hits mostly inhibitors. AID 588590, 2011. hit rate 1% among 390,000
#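 Fluorescent replication assay read twice, at 0 min and 10 min after adding 50 nM (final) substrate. Enzyme (10 nM) and compounds were first incubated 15 min at room temperature; enzyme-free buffer wells were negative controls.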
# Tb PGK inh = qHTS Assay to Find Inhibitors of Phosphoglycerate Kinase | hit rate 0.043% among 380,000 | Phosphoglycerate kinase, glycosomal (Trypanosoma brucei brucei), P07378 | PGK/GAPDH coupled, Kinase-Glo luminescence, 60 min | Potency, µM (series often up to 57.5 µM), for inactives: top-dose activity change, negative = inhibition, actives largely listed as inhibitors; also: % is scaled to controls: 0 for no effect and ±100 for the full control effect; nearly all actives have a fitted effect of over 60% in size
#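 Recombinant glycosomal PGK reaction used 1,3-bisphosphoglycerate generated in-well by GAPDH (100nM final) in 100mM TEA pH 7.6, 5mM MgCl2, 0.01% Tween-20. After 60 minutes at room temperature, ATP was read by Kinase-Glo Plus luminescence end-point.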
# BAZ2B inh = qHTS Assay for Inhibitors of BAZ2B; Bromodomain adjacent to zinc finger domain protein 2B (Homo sapiens), Q9UIF8; AlphaScreen BAZ2B-H3K14Ac peptide displacement; Potency, µM (series often up to 114 µM), for inactives: top-dose activity change, negative = inhibition, actives largely listed as inhibitors; hit rate 4.4% among 360,000; also: % is scaled to controls: 0 for no effect and ±100 for the full control effect; nearly all actives have a fitted effect of over 60% in size
#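 In this displacement format the biotinylated H3(5-23) peptide acetylated at Lys14 serves as ligand at 50 nM, with BAZ2B at 50 nM in PBS pH 7.4 containing 0.01% Tween-20. Donor and acceptor beads are 10 ug/mL final.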
# GLS inh = qHTS for Inhibitors of Glutaminase (GLS); Glutaminase kidney isoform, mitochondrial (Homo sapiens), O94925; GLS enzymatic activity, qHTS titration; Potency, µM (top dose mostly 45.5 µM), for the others: at the highest dose activity change, negative = inhibition, most hits filed as inhibitors; hit rate 0.21% among 410,000; also: % is scaled to controls: 0 for no effect and ±100 for the full control effect
# Target sequence (O94925 whole entry, looked up, canonical isoform): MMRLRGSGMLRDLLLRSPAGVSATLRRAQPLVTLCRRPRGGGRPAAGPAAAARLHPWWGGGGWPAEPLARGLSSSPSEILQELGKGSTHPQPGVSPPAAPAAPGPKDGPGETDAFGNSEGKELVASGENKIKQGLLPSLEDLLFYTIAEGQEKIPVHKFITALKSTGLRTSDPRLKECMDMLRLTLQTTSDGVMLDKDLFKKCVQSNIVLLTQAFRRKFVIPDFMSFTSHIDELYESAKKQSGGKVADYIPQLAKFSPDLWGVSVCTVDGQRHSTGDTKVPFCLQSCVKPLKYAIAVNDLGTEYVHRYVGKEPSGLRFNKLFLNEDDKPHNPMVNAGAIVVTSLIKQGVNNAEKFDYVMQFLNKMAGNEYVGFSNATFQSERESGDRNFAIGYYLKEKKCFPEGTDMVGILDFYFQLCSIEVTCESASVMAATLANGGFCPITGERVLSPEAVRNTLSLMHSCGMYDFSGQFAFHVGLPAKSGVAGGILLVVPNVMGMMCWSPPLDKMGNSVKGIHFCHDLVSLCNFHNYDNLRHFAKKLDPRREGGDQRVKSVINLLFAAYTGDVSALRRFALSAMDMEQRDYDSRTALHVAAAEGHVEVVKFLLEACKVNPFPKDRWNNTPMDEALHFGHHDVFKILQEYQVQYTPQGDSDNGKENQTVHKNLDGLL
#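 Assay buffer: 45 mM KH2PO4 pH 8.2, 0.02% Tween-20. hKGA acts on L-glutamine (1 mM solution added); product glutamate is reported by an oxidase/peroxidase Amplex Red coupling, with fluorescence taken at baseline and 30 min.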
# Pin1 inhibitor = qHTS Assay to Find Inhibitors of Pin1; Potency, µM (titrated, usually from 115 µM), for the others: at the highest dose activity, negative = inhibition, hits mostly inhibitors; Pin1 FP peptide displacement, HiFluor488, 10 min; AID 504891, 2011; Peptidyl-prolyl cis-trans isomerase NIMA-interacting 1 (Homo sapiens), Q13526; hit rate 0.009% among 390,000; active = well fitted inhibition curve with a large enough effect in the polarisation, with a control signal flat, not every such curve was filed as active; inconclusive = small, poorly fitted or top-dose-only effect, or effect the other way, or a change in a side signal; inactive = no such curve, though single readings can be large or run the other way; the % refers to the polarisation; also: % is scaled to controls: 0 for no effect and ±100 for the full control effect
# Target sequence (Q13526 whole entry, looked up): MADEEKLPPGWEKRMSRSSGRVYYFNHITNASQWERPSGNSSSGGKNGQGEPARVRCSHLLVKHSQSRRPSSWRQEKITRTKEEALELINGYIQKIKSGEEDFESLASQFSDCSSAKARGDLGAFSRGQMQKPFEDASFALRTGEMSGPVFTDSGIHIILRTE
# G9a inh = qHTS Assay for Inhibitors of Histone Lysine Methyltransferase G9a. Histone-lysine N-methyltransferase EHMT2 (Homo sapiens), Q96KQ7. hit rate 8.8% among 350,000. G9a H3K9 monomethylation, AlphaScreen, 2 h. AID 504332, 2011. Potency, µM (series often up to 102 µM), without a hit: at the highest dose activity, negative = inhibition, most hits filed as inhibitors; also: % is scaled to controls: 0 for no effect and ±100 for the full control effect; nearly all actives have a fitted effect of over 75% in size
#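 Enzyme 20 nM + cpd, 15 min RT; add b-H3K9 pep 500 nM / SAM 20 uM; 2 h RT; anti-H3K9me1 Ab 0.5 ug/mL + SA donor / anti-rabbit acceptor beads 20 ug/mL each, 10 min; AlphaScreen read.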
# HP1b chromo inh = HTS for Inhibitors of HP1-beta Chromodomain Interactions with Methylated Histone Tails; AlphaScreen HP1-beta / biotin-H3K9me3 peptide binding; Potency, µM (series often up to 114 µM), for the others: top-dose activity change, negative = inhibition, hits mostly inhibitors; AID 540317, 2011; hit rate 0.56% among 390,000; also: nearly all actives have a fitted effect of over 70% in size; inactives centre near 23
# Target sequence (P83916 whole entry, looked up): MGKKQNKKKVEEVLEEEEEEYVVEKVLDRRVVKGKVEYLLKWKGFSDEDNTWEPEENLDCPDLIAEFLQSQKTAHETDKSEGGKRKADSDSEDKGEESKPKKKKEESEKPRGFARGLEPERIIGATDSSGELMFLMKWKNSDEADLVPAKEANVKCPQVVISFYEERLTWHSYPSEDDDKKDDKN
#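 Compound inhibition of the preformed complex between 50 nM HP1-beta and 50 nM biotinylated H3K9me3 peptide was read by AlphaScreen. Buffer was PBS pH 7.4 with 0.01% Tween-20. Incubations ran 30 min at room temperature, with 10 ug/mL donor/acceptor beads.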
# * hit, by the source's call; i = inactive; ? = inconclusive; / = no result given; [ ] = another dose, or the depositor's remark. Unless noted, calls follow the shape of the dose curve; as a rule, active = well fitted curve in the direction sought with a large enough effect; inconclusive = small, poorly fitted or top-dose-only effect, or another doubt; inactive = no such curve, though single readings can be large; an effect the other way counts as inactive or inconclusive. Potency is read from the fitted curve at half-maximal effect.
JMJD2A Tudor	BLM helicase inh	Pol iota inh	Tb PGK inh	BAZ2B inh	GLS inh	Pin1 inhibitor	SMILES	G9a inh	HP1b chromo inh
-9.9%	0.8%	3.5%	-1.1%	2.9%	8.5%	2.8%	CC(C)NC(=O)C1CCCN(c2ncnc3c2nc2n3CCCCC2)C1 (stereo unspecified)	2.6%[59 µM]	28.6%
-19.2%	/	3.1%	-2.5%	/	1.4%	4.0%	Cc1cc(C(=O)Nc2cccc(S(=O)(=O)N3CCOCC3)c2)c2ccccc2n1	/	36.8%
10.7%	-1.9%	23.8%	-3.2%	2.0%	-4.2%	-0.1%	N#CN=C(c1ccccc1)c1ccccc1	9.3%	48.2%[activator]
-23.4%	33.8%[activator]	-7.5%	0.6%	1.6%	4.1%	-1.3%	CCN1CCN(c2cc(C)c3cc(NC(=O)c4cnccn4)ccc3n2)CC1	?	9.2%
-9.9%	-0.1%	27.9%	1.2%	-3.1%	4.2%	-0.9%	CCCOc1ccc(C(=O)Nc2c[nH]c(=O)[nH]c2=O)cc1	1.2%	30.9%
-26.0%	1.0%	-3.1%	0.8%	-8.2%	23.5%	-0.1%	CSc1ncccc1C(=O)Nc1ccc(S(=O)(=O)Nc2nccs2)cc1	-6.7%	0.6%
-17.7%	-1.7%	8.1%	i	-6.6%	8.4%	6.9%	CCOC(=O)C1CCCN(c2c(Nc3cccc(C)c3)c(=O)c2=O)C1 (stereo unspecified)	-4.8%	33.0%
-21.8%	-2.8%	4.1%	/	-10.0%	-4.0%	1.1%	CCOc1ccc(N2C=Nc3ccc(OCC)cc3C2)cc1	25.1%	42.6%[activator]
-8.3%	-1.8%	19.8%	-4.3%	7.0%	8.2%	-13.6%	Cc1nn(C)cc1C1C2=C(CC(C)(C)CC2=O)N(c2ccccc2)C2=C1C(=O)CC(C)(C)C2	-10.5%[12.7 µM]	16.8%
-21.4%	0.7%	0.3%	1.1%	-22.3%	0.6%	-0.9%	Cc1ccc(-c2csc(/C(C#N)=C/Nc3ccc4c(c3)OCCO4)n2)cc1	-14.3%	18.3%
-3.3%	-2.9%	?	-0.1%	10.6%	0.6%	-8.4%	COC(=O)CN(C)C(=O)CC1C(=O)NCCN1CC(C)(C)C (stereo unspecified)	-31.0%	46.3%[activator]
49.6%[activator]	-4.9%	80.4%[activator]	-6.2%	-21.1%	0.3%	1.4%	Cc1ccccc1N1CCN(Cc2nc(Cc3ccccc3)no2)CC1	72.5%[activator]	88.7%[activator]
-11.2%	-1.5%	16.2%	-1.6%	-0.4%	2.8%	-2.1%	O=C(CSc1nnc(-c2cccnc2)o1)N1CCCCC1	-6.2%	12.8%
4.1%	-3.2%	47.2%[activator]	-7.1%	-16.1%	7.0%	-1.2%	NC(=O)c1cc2ccccc2o/c1=N/NC(=O)c1cccs1	5.9%	40.7%[activator]
-12.7%	1.4%	52.5%[activator]	-3.2%	-0.7%	9.0%	-4.9%	COC(=O)c1cccc(N(CC(=O)NC2CCCCC2)C(=O)CNC(=O)c2cccs2)c1	8.5%	-35.3%

# Compounds listed so far that contain a cyano group:
JMJD2A Tudor	BLM helicase inh	Pol iota inh	Tb PGK inh	BAZ2B inh	GLS inh	Pin1 inhibitor	SMILES	G9a inh	HP1b chromo inh
10.7%	-1.9%	23.8%	-3.2%	2.0%	-4.2%	-0.1%	N#CN=C(c1ccccc1)c1ccccc1	9.3%	48.2%[activator]
-21.4%	0.7%	0.3%	1.1%	-22.3%	0.6%	-0.9%	Cc1ccc(-c2csc(/C(C#N)=C/Nc3ccc4c(c3)OCCO4)n2)cc1	-14.3%	18.3%

# Additional entries follow:
JMJD2A Tudor	BLM helicase inh	Pol iota inh	Tb PGK inh	BAZ2B inh	GLS inh	Pin1 inhibitor	SMILES	G9a inh	HP1b chromo inh
-6.0%	-1.0%	?	7.6%[11.5 µM]	1.4%	-0.2%	0.4%	Cc1cc(-c2nnc(SCc3ccccn3)o2)no1	-23.4%	21.2%
-2.0%	/	7.2%	i	-5.0%	1.1%	8.4%	COc1ccc(Cl)cc1NC(=O)C1CCN(C(=O)Nc2ccccc2)CC1	1.6%[59 µM]	55.8%[activator]
50.1µM*	/	?	-8.4%	/	3.8%	-8.0%	C#CCOCCOCCOCCNc1nc(N2CCN(C(=O)[C@H](CCC(=O)O)n3cc([C@@H](N)[C@H](C)CC)nn3)CC2)nc(N2CCN(C(=O)[C@H](CCC(=O)O)n3cc([C@@H](N)CCSC)nn3)CC2)n1	/	49.2%[activator]
-11.1%	-13.6%	-7.4%	i	3.6%	0.6%	-2.3%	O=C(c1ccc(COc2ccc3ccccc3c2)o1)N1N=C(C(F)F)CC1(O)C(F)F (stereo unspecified)	4.0%	34.1%
-4.2%	-0.2%	20.1%	11.0%	-3.6%	0.7%	2.2%	CC(NC(=O)c1ccccc1)C(=O)OCC(=O)c1ccc(Br)cc1 (stereo unspecified)	1.2%	50.7%[activator]
-3.5%	-0.2%	30.0%[activator]	-5.2%	3.3%	-26.9%	-0.3%	O=C(NNC(=S)NCc1ccccc1)c1ccc(Br)cc1	-42.2%[59 µM]	23.7%
-7.6%	-2.2%	9.5%	3.9%	-5.6%	5.7%	-0.9%	CC(NC(=O)C1CCN(S(=O)(=O)Cc2ccccc2)CC1)c1ccccc1 (stereo unspecified)	-8.0%[59 µM]	17.8%
-11.2%	-5.3%	-5.7%	-4.3%	7.6%	-6.2%	0.1%	CC(=O)c1cccc(NC(=O)Nc2cnn(Cc3ccc(Cl)cc3Cl)c2)c1	2.4%[59 µM]	24.6%
-21.0%	-7.8%	78.1%[activator]	-7.6%	0.4%	?	-1.4%	COc1ccc(S(=O)(=O)Nc2nnc(Cc3ccc(OC)c(OC)c3)s2)cc1	-48.8%	-2.8%
?	-3.1%	12.8%	-4.3%	?	9.5%	-5.4%	Cc1ccc(/C=c2\sc3n(c2=O)CN(c2cccc(Br)c2)CN=3)o1	?	-7.4%
-10.5%	-4.5%	144.0%[activator]	-15.0%	-6.1%	4.4%	1.0%	Cc1ccn2cc(-c3cc4ccccc4oc3=O)nc2c1	/	18.0%
-13.6%	-5.0%	20.3%	-3.8%	13.9%	22.7%	-14.8%	O=C(CNC(=O)c1ccc2c(c1)OCCO2)N/N=C/c1ccc(O)cc1O	30.9%[59 µM]	8.0%
-6.5%	-4.7%	15.6%	-2.3%	4.1%	0.0%	-1.2%	NS(=O)(=O)c1cccc(NC(=O)c2ccno2)c1	23.8%	20.7%
-7.4%	0.0%	3.6%	-3.3%	-2.6%	11.4%	2.4%	CCOC(=O)N1CCC(NC(=O)CCC(=O)N2CC(C)Oc3ccccc32)CC1 (stereo unspecified)	-13.5%	37.0%
-3.5%	-3.4%	7.4%	-0.3%	-35.8%	-10.5%	-1.1%	CCOC(=O)CNC(=O)c1cc(OC)cc(OC)c1	?	15.2%
-5.0%	-3.3%	-12.8%	-0.8%	-4.0%	-1.7%	2.2%	CC(C)NC(=O)Cn1c(SCC(=O)c2ccc(F)cc2)nc2ccccc21	?	3.7%
-4.0%	2.2%	-8.2%	i	2.2%	3.1%	?	COC(=O)CSc1nc(N2CCOCC2)c2c(c1C#N)CC(C)(C)N(C)C2	-38.1%[12.7 µM]	19.0%
-21.2%	-10.4%	8.6%	1.7%	-9.1%	3.6%	38.6%[activator]	COc1ccc(C(=O)Nc2ccccc2N2CCN(C(=O)c3ccccc3)CC2)cc1Br	25.5%	30.4%
2.5%	1.0%	-0.5%	-8.9%	-9.3%	-2.9%	-12.5%	CCN(C(=O)c1cn(C)c(=O)c2cc(OC)c(OC)cc12)c1cc(OC)ccc1OC	-32.7%[59 µM]	?
0.0%	-14.6%	36.5%[activator]	-5.0%	7.3%	-1.7%	0.3%	O=C(CNC(=O)c1ccc(Br)cc1)NCC(=O)OCC(=O)c1ccccc1	6.7%	19.3%
-5.3%	-3.4%	26.3%	i	2.3%	-11.9%	-3.6%	O=C(Cc1ccccc1)N/N=C/C=C/c1ccccc1[N+](=O)[O-]	3.7%	10.0%
-34.0%	-2.0%	6.7%	7.3%	?	2.6%	-6.6%	Cc1c(C(=O)N2CCCCCC2)c(S(=O)(=O)NCc2ccc(Br)cc2)c(C)n1C	-31.3%[59 µM]	-6.7%
10.5%	0.3%	21.0%	1.5%	-7.1%	/	-2.6%	CC1(C)CC(NC(=O)C23CCC(C)(/C(=N/O)C2)C3(C)C)CC(C)(C)N1 (stereo unspecified)	2.1%[12.7 µM]	35.6%
-14.2%	/	5.3%	i	7.4%	-8.3%	-0.7%	Cc1ccc(NS(=O)(=O)c2cccc(C(=O)N3CCCCCC3)c2)cc1	-20.7%	35.6%
-2.9%[11.4 µM]	0.7%	-4.7%	i	0.7%	-4.5%	-4.0%	O=C(Nc1ccccc1)Nc1ccc2ccccc2c1	?	48.6%[activator]
-14.2%	0.2%	3.9%	-3.0%	-22.4%	2.3%	0.9%	CCc1ccc2oc(-c3cccc(NC(=O)c4cccnc4)c3)nc2c1	8.8%	11.0%
-11.6%	4.2%	29.5%	6.7%	2.7%	15.4%	-1.9%	O=C(NN1CCOCC1)c1cc(-c2cccs2)nc2ccccc12	-3.4%[59 µM]	22.3%
?	/	22.4µM*	-6.4%	50.1%[activator]	5.7%	?	CCOC(=O)c1c(-c2ccco2)csc1NC(=O)COC(=O)c1cnccn1	8.91µM*	?

# The list is partial; rates above refer to the full screens.
